mcGAS RapidFire – inhibitors of mouse cGAS; Q8C6L5; recombinant mouse cGAS, cGAMP by RapidFire MS; inhibition, % at 12.5 µM; 0.18% of 130,000 active; AID 1259397;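 active = inhibition of cGAS enzyme activity at or above 60%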;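 also: enzyme stimulated by 45 bp dsDNA with ATP and GTP substrates; cGAMP share of summed cGAMP plus half ATP and half GTP signals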
Target sequence (Q8C6L5 whole entry, looked up): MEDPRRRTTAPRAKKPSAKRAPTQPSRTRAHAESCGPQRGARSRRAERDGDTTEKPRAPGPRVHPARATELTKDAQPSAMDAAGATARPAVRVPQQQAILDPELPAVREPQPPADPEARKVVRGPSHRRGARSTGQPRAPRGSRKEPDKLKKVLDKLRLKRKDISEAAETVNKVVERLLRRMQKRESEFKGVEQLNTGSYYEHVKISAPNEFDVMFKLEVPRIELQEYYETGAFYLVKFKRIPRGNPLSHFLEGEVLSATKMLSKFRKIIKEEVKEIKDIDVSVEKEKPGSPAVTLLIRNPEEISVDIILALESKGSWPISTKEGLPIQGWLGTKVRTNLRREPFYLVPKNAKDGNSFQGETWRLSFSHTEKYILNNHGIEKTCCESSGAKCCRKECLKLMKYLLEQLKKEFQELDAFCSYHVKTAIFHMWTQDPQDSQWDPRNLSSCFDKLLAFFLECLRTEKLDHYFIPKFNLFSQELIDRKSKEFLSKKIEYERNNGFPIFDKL
Starred values were filed as active, the others as inactive; & = joins results of further samples.

The first 3 compounds, ahead of the listing:
| mcGAS RapidFire | compound |
| --- | --- |
| -7.6 | S=c1n(Cc2ccccc2)ccn1CN1CCN(c2ccccc2)CC1 |
| -2.8&-2.7 | Cc1cc(C(=O)N2CCCC(Nc3ccc(F)cc3)C2)c(C)o1 (centres undefined) |
| 2.9 | COC(=O)c1cc(OC)c(OC)cc1NC(=O)C1CCC1 |

The listing, from the first entry:
| mcGAS RapidFire | compound |
| --- | --- |
| -7.6 | S=c1n(Cc2ccccc2)ccn1CN1CCN(c2ccccc2)CC1 |
| -2.8&-2.7 | Cc1cc(C(=O)N2CCCC(Nc3ccc(F)cc3)C2)c(C)o1 (centres undefined) |
| 2.9 | COC(=O)c1cc(OC)c(OC)cc1NC(=O)C1CCC1 |
| 1.5 | CC1c2ccsc2CCN1C(=O)Cc1csc(-c2ccsc2)n1 (centres undefined) |
| -4.7 | COc1ccc(/C=C/C2=NC(=C\c3cccc(Cl)c3)/C(=O)O2)cc1 |
| 8.8 | O=C(NCCCn1nc(-c2ccccc2)ccc1=O)Nc1ccccc1C(F)(F)F |
| -17.4 | Cc1ccc(-c2nccn2CCC2CCCN2C)o1 (centres undefined) |
| -17.2 | CN(CC(N)=O)C(=O)c1ccc(-c2ccc(Br)cc2)s1 |
| -1.7 | CCc1cccc(NC(=O)CCC(=O)N2CCC[C@H]2C(N)=O)c1 |
| -3.3 | CCCCc1c(C)nc2nc(SC3CCOC3=O)nn2c1C (centres undefined) |
| -10.7 | Cc1ccc(-n2cnnc2SC(C)C(=O)N(C)c2ccccc2)c(C)c1 (centres undefined) |
| -5.0 | O=C(CSC(=S)N1CCCC1)NC(=O)NC12CC3CC(CC(C3)C1)C2 |
| -40.5 | O=S(=O)(NCc1ccccc1)N1CCCC1c1ccco1 (centres undefined) |
| -8.4 | Cc1nn(C)c(NC(=O)C2CCCC2)c1C#N |
| 1.7 | COc1cccc(C(CNC(=O)N2CCc3ccccc32)N(C)C)c1 (centres undefined) |
| -4.9 | CCc1nc2n(n1)CCCC2NC(=O)C1(Cc2ccccc2)CCC1 (centres undefined) |
| 2.3 | Cc1cc(N=Nc2c(Br)n[nH]c2C)n[nH]1 |
| 5.2 | Cc1cccc(NCN2C(=O)C3C4C=CC(C4)C3C2=O)c1 (centres undefined) |
| -14.6 | CC(=O)Nc1ccc(C(=O)N(Cc2cccc(C)c2)C(C)C)cc1 |
| 14.4 | CC(C)=CC1C(C(=O)NC(C)c2ccc3c(c2)CCO3)C1(C)C (centres undefined) |
| 2.2 | O=C(CCC1CCN(C(=O)C2CC(=O)N(Cc3cccnc3)C2)CC1)NC1CC1 (centres undefined) |
| 3.3 | COc1ccc(N(C(=O)c2cc(=O)[nH]c3ccccc23)C2=NC(C)(C)CS2)cc1 |
| -15.6 | Cc1[nH]c2c(CNC(=O)c3ccc[nH]3)cc(F)cc2c1C |
| -2.8 | Cc1cccc(NC(=O)CSc2nc(=O)n3cccc(C)c3n2)c1C |
| -4.6 | CCCC1C=CCN1C(=O)c1cc(COc2ccccc2)[nH]n1 (centres undefined) |

Ordered by heavy-atom count (lowest first): 5 of the compounds above
| mcGAS RapidFire | compound |
| --- | --- |
| -17.2 | CN(CC(N)=O)C(=O)c1ccc(-c2ccc(Br)cc2)s1 |
| -40.5 | O=S(=O)(NCc1ccccc1)N1CCCC1c1ccco1 (centres undefined) |
| -3.3 | CCCCc1c(C)nc2nc(SC3CCOC3=O)nn2c1C (centres undefined) |
| -1.7 | CCc1cccc(NC(=O)CCC(=O)N2CCC[C@H]2C(N)=O)c1 |
| -4.9 | CCc1nc2n(n1)CCCC2NC(=O)C1(Cc2ccccc2)CCC1 (centres undefined) |

Additional compounds:
| mcGAS RapidFire | compound |
| --- | --- |
| 9.8 | C=c1ccccc1=c1[nH]/c(=C/c2ccccc2F)c(=O)o1 |
| -8.1 | O=C(NCc1cccc(CO)c1)N1CCC2(CCCCC2)C1 |
| 1.9 | CS(=O)(=O)c1ccc(NS(=O)(=O)c2cc(C(F)(F)F)ccc2Cl)cc1 |
| -3.2 | N#Cc1ccccc1CSc1nnc(N)s1 |
| -2.3 | Cc1nc2ncc3c(=O)n(CC4CCCO4)ccc3n2n1 (centres undefined) |
| 3.7 | Cc1ccc(C(=O)NCCN2CCS(=O)(=O)CC2)cc1S(C)(=O)=O |
| -0.2 | O=C(C1CCCO1)N1CCC(c2nn3c(C4CCCC4)nnc3s2)CC1 (centres undefined) |
| 2.6 | CC(=O)N1CCN(C(=O)NCCS(=O)(=O)c2ccccc2)CC1 |
| 8.3 | O=C(NNC(=O)c1cccc(S(=O)(=O)N2CCCC2)c1)c1ccc(Cl)cc1 |
| -6.5 | O=S(=O)(NCc1cn2ccccc2n1)c1cc(F)ccc1F |
| 1.7 | c1csc(-c2nc(CSc3nnc(C4CC4)n3C3CC3)co2)c1 |
| -6.3 | CC(C)(C)c1ccc(C(=O)Nn2cnc3c(cnn3C(C)(C)C)c2=O)cc1 |
| 10.3 | Cc1nc(CN(C)Cc2cn(C)nc2-c2cccc(Cl)c2)cs1 |
| -4.3 | CN1CCN([C@@H]2CCN(c3ccc4ccccc4n3)C[C@H]2O)CC1 |
| 0.4 | COc1ccc(N2CCN(C(=O)C3CC=CCC3C(=O)N[C@H](C)C(C)(C)C)CC2)cc1 (some centres undefined) |
| -5.6 | CN(CCC(C)(C)O)C(=O)/C=C/c1cnn(C)c1 |
| 11.6 | O=C1C=C(O)c2ccccc2C1=O |
| -41.8 | CS(=O)(=O)NC1CCN(C(=O)c2cn(Cc3ccc(F)cc3)nn2)CC1 |
| -1.0 | O=C(CSc1ncnc2c1cnn2-c1ccc(F)cc1)Nc1ccon1 |
| -12.6 | O=C(Nc1cc(F)c(N2CCCC2)c(F)c1)C1Cc2ccccc2O1 (centres undefined) |
| 0.9 | O=S(=O)(Nc1ccccc1-n1ccnn1)c1c(F)cc(F)cc1Br |
| -5.5 | CNC(=O)C1CCCN1C(=O)CN1CCc2c(ncn2C2CC2)C1 (centres undefined) |
| -23.6 | CCOc1ncccc1C(=O)N[C@H]1C[C@@H](C(=O)OC)N(C)C1 |
| 3.9 | O=C(O)C1CCCN1C=CC(=O)C(F)(F)F (centres undefined) |
| -6.0 | O=C(NNS(=O)(=O)c1cccc(Cl)c1)c1cncn1-c1ccc(F)cc1 |

Continuation.
| mcGAS RapidFire | compound |
| --- | --- |
| 11.6 | C1=CC[C@H]2CN(c3ncnc4sccc34)C[C@H]2C1 |
| -1.5 | O=c1c2ccsc2ncn1CCS(=O)(=O)NCc1ccco1 |
| -5.9 | O=C(c1cccs1)N1CCOC(Cc2cccc(C(F)(F)F)c2)C1 (centres undefined) |
| -5.6 | Cc1nc(CN2CCOC(c3nc(C(C)C)n[nH]3)C2)oc1C (centres undefined) |
| -15.2 | CC(=O)N1CCC(N2CCC(O)(c3ccccc3C)C2)CC1 (centres undefined) |
| 2.1 | CC1(C(=O)O)CCN1C(=O)c1cc(F)cc(F)c1 (centres undefined) |
| -1.0 | Cc1ccccc1N1CCN(C(=O)CC2C(=O)NCCN2Cc2cccc(F)c2F)CC1 (centres undefined) |
| -2.7 | COCCN1CCN(C(=O)c2cnn(-c3cccc(Cl)c3Cl)c2N)CC1 |
| -7.2 | CN(CCCC(=O)Nc1ccncc1)S(=O)(=O)c1ccc2c(c1)C(=O)c1ccccc1C2=O |
| -12.7 | CN1C(=O)c2cc(NS(=O)(=O)CCc3ccccc3)ccc2Oc2ccccc21 |
| -5.2 | COc1ccc(Cl)c2sc(N(CCCN(C)C)C(=O)c3ccc([N+](=O)[O-])o3)nc12 |
| 7.9 | C#CCn1c(=NC(=O)c2ccn(CC)n2)sc2cc(S(N)(=O)=O)ccc21 |
| 0.2 | CSc1nc(CN(C)Cc2cccc(Cl)c2Cl)cc(=O)[nH]1 |
| -34.1 | CC(=O)Nc1ccc(NCc2cnn(C)c2)c(C(F)(F)F)c1 |
| 0.7 | Cc1nc(CNCc2ccc(OC34CCCN(CC3)C4)cc2)n[nH]1 (centres undefined) |
| -5.9 | CC(Oc1ccc(C#N)cc1)C(=O)Nc1ccc2c(c1)OCCO2 (centres undefined) |
| -10.9 | CSC(C)C(=O)N1CCN(C(=O)c2ccc(Cl)cc2F)CC1 (centres undefined) |
| 4.3 | Cc1nc(C)n(CCNc2nccc(CCC(F)(F)F)n2)n1 |
| 0.3 | COc1ccccc1-n1c(N)c(S(=O)(=O)c2ccc(F)cc2)c2nc3ccccc3nc21 |
| -5.6 | COc1ccc(-c2cc(-c3cccs3)c(C#N)c(=O)[nH]2)cc1 |
| -12.4 | OC(c1ccccc1)c1ncc[nH]1 (centres undefined) |
| 5.2 | Cc1cccn2c(=O)cc(CSc3nnnn3C3CC3)nc12 |
| -6.0 | CC1(C)OC(/C=C/c2ccc(O)c(O)c2)=CC(c2ccccc2)=[O+]1 |
| 3.0 | Cc1ccccc1-n1ncc2c(C)nn(Cc3cccc(F)c3)c(=O)c21 |
| -13.9 | Cc1n[nH]c(C)c1Sc1ccccc1NC(=O)c1nccn1C |

Pulled one by one from the list above (5):
| mcGAS RapidFire | compound |
| --- | --- |
| -5.9 | CC(Oc1ccc(C#N)cc1)C(=O)Nc1ccc2c(c1)OCCO2 (centres undefined) |
| 3.0 | Cc1ccccc1-n1ncc2c(C)nn(Cc3cccc(F)c3)c(=O)c21 |
| 4.3 | Cc1nc(C)n(CCNc2nccc(CCC(F)(F)F)n2)n1 |
| -15.2 | CC(=O)N1CCC(N2CCC(O)(c3ccccc3C)C2)CC1 (centres undefined) |
| -12.7 | CN1C(=O)c2cc(NS(=O)(=O)CCc3ccccc3)ccc2Oc2ccccc21 |

(listing goes on)
| mcGAS RapidFire | compound |
| --- | --- |
| -3.2 | Cc1nn(C)c(C)c1CCC(=O)NCC(C)c1ccsc1 (centres undefined) |
| -5.5 | Cc1cccc(NC(=O)CNC(=O)CN2CCCC2c2cccs2)c1C (centres undefined) |
| -7.6 | C=CCNS(=O)(=O)c1ccc(Cl)c(C(F)(F)F)c1 |
| -3.7 | O=C(c1cnn(-c2ccccc2)c1)N1CCCC(CO)(CCCc2ccccc2)C1 (centres undefined) |
| -5.3&3.2 | O=S1(=O)CCN2C=C(Cc3ccc(Cl)cc3)SC2=N1 |
| -20.4 | Cc1cc(C)cc(NC(=O)NCC2CCN(Cc3cnn(C)c3)C2)c1 (centres undefined) |
| -9.5 | C=C1c2ccccc2NC(=O)N1Cc1cccc(OC)c1 |
| -4.3 | O=c1c2ccccc2nnn1Cc1c(F)cccc1Cl |
| -11.4 | COc1cn2c(cc1=O)C(=O)N(CCNC(=O)CC(C)(C)C)CC2 |
| -3.4 | COc1coc(C(=O)Nc2cccc(Cl)c2C)cc1=O |
| -1.8 | CC(=O)N1CCC(NC(=O)c2ccc(Oc3ccccc3)cc2)CC1 |
| -9.1 | Cn1cc(CN2CC3C[C@@H]4CC2C[C@H](C3)C4)c(-c2ccc3c(c2)OCCO3)n1 |
| -0.3 | COc1ccc(Cl)cc1NC(=O)CCC1CCCN(C(=O)Cc2c(C)noc2C)C1 (centres undefined) |
| -11.8 | Cc1onc(C(=O)NC(c2ccncc2)c2ccc(Cl)cc2)c1CO (centres undefined) |
| -8.5 | NC(=O)Cn1cnc2sc3c(c2c1=O)CCCC3 |
| -3.6 | COc1ccc(Nc2nc(NCCCO)nc3[nH]ncc23)cc1 |
| -19.4 | Cc1cc(C(=O)N2CCC2(C)C(=O)NCc2cccc3ccccc23)nn1C (centres undefined) |
| 8.0 | CCc1nccn1CCC(=O)N1C[C@H]2CC=C(C)C[C@H]2C1 |
| 3.2 | CC(C)(C)n1ncc(N2CCN(C(=O)c3ccc(F)cc3Cl)CC2)c(Cl)c1=O |
| -4.9 | Cc1cc(C2=NNC(=Cn3cnc4c3c(=O)n(C)c(=O)n4C)O2)c(C)o1 |
| 19.0 | Cc1cccc(/C=C2/C(=N)N3N=C(c4ccccc4)SC3=NC2=O)c1 |
| -1.0 | NS(=O)(=O)c1ccc(CNC2CC(=O)N(c3ccccc3F)C2=O)cc1 (centres undefined) |
| -7.8 | Cc1ccc(S(=O)(=O)NC(=O)C2(C)CCN2C(=O)Cc2ccccc2)nc1 (centres undefined) |
| -21.5 | COc1cc(CCNC(=O)NC2CCCCC2C)ccc1OC(F)F (centres undefined) |
| -9.8 | CCOC(=O)c1c(N)sc(C(=O)N(CC)CC)c1C |

A few values from the list:
For mcGAS RapidFire, COc1cc(CCNC(=O)NC2CCCCC2C)ccc1OC(F)F (centres undefined) has -21.5
For mcGAS RapidFire, Cc1cccc(NC(=O)CNC(=O)CN2CCCC2c2cccs2)c1C (centres undefined) has -5.5
For mcGAS RapidFire, Cc1onc(C(=O)NC(c2ccncc2)c2ccc(Cl)cc2)c1CO (centres undefined) has -11.8
For mcGAS RapidFire, Cc1ccc(S(=O)(=O)NC(=O)C2(C)CCN2C(=O)Cc2ccccc2)nc1 (centres undefined) has -7.8
For mcGAS RapidFire, O=C(c1cnn(-c2ccccc2)c1)N1CCCC(CO)(CCCc2ccccc2)C1 (centres undefined) has -3.7

Continued.
| mcGAS RapidFire | compound |
| --- | --- |
| -5.9 | OC1CCN(CCNc2nccc(CCC(F)(F)F)n2)CC1 |
| -3.8 | CC(C)C(C)OC1CC(=O)CC2C(=O)c3c(O)ccc(O)c3C(=O)C12 (centres undefined) |
| -27.2 | CN1CCN2CCN(C(=O)c3ccc4c(c3)N(C)C(=O)CO4)CC2C1=O (centres undefined) |
| -1.5 | CC1CCC(N2CC(C(=O)N3CCc4c(nnn4C)C3)CC2=O)CC1 (centres undefined) |
| 6.3 | CCn1nc(C(=O)N(Cc2ccccn2)c2nc3c(F)cccc3s2)cc1C |
| -2.3 | CC(C)Cc1nnc(NC(=O)c2ccccc2)s1 |
| -9.1 | CCn1nc(C)c(CNC(=O)CC2C(=O)NCCN2CC2CCCCC2)c1C (centres undefined) |
| -9.6 | CCOC(=O)c1ccc2c(C)noc2n1 |
| 5.8 | O=C(c1ccc(C2SCCCS2)cc1)N1CCOC2CCCCC21 (centres undefined) |
| -4.8 | CCn1ccc(C(=O)Nc2cccc3nc(C)ccc23)n1 |

Compound activity from PubChem BioAssay.

The list is partial; rates above refer to the full screens.
